Growth percent in the NCI-60 one-dose screen (48 h, 10 µM unless noted): 100 = growth as untreated, 0 = no growth, -100 = all killed.
SK-OV-3 – SK-OV-3 ovarian cancer cells | AID 1794785 | 80,000 compounds, 3.2% hits
786-0 – 786-0 renal cancer cells; AID 1794775; 81,000 compounds, 5.1% hits
ACHN – ACHN renal cancer; 81,000 compounds, 4.9% hits; AID 1794771
UO-31 – UO-31 renal cancer. AID 1794768. 81,000 compounds, 5.2% hits
SN12C – SN12C renal cancer cells; AID 1794767; 81,000 compounds, 3.8% hits
TK-10 – TK-10 renal cancer cells. AID 1794769. 81,000 compounds, 3.9% hits
IGROV1 – IGROV1 ovarian cancer | 79,000 compounds, 4.7% hits | AID 1794786
RXF 393 – RXF 393 renal cancer cells. 77,000 compounds, 6.9% hits
* marks the source's active call; other numbers are inactive results; nt = no result given. The calls were made as follows: active = growth percent below 10; inactive = the rest.

entry	molecule	SK-OV-3	786-0	ACHN	UO-31
1	CNC(=O)c1cc(Oc2ccc3nc(NC(=O)CN4CCN(c5ccc(F)cc5)CC4)sc3c2)ccn1	96	82	66	54
2	CCCOCC(O)CNCCN (centres undefined)	97	105	95	88
3	CCOC(=O)C(=O)/C(=C\c1ccc(Cl)cc1)C(=O)N1C(=S)NC(=O)C1CC(C)C (centres undefined)	108	103	99	86
4	Cc1c(N=Cc2ccc(/C=C3/SC(=O)NC3=O)cc2)c(=O)n(-c2ccccc2)n1C	109	93	102	65
5	COc1ccc(S(=O)(=O)NCCCNc2nccc(-c3c(-c4ccc(F)cc4)nc4sccn34)n2)cc1OC	90	92	55	50
6	Cn1cnc2c(=O)[nH]c(=O)[nH]c21	95	104	103	88
7	CN1C(=O)N(C)C2C1NN=c1s/c(=C\c3c[nH]c4ccccc34)c(=O)n12 (centres undefined)	nt	23	33	48
8	CC1=NN(c2nc(-c3c(O)cc(C)oc3=O)cs2)C(=O)/C1=C\c1ccc(Cl)cc1	110	103	98	94

entry	SN12C	TK-10	IGROV1	RXF 393
1	82	74	72	95
2	93	102	116	110
3	97	135	95	nt
4	93	108	96	106
5	73	103	72	98
6	109	97	113	96
7	35	86	19	45
8	106	110	112	107

Quoted from above: compounds 3–7
entry	molecule	SK-OV-3	786-0	ACHN	UO-31
3	CCOC(=O)C(=O)/C(=C\c1ccc(Cl)cc1)C(=O)N1C(=S)NC(=O)C1CC(C)C (centres undefined)	108	103	99	86
4	Cc1c(N=Cc2ccc(/C=C3/SC(=O)NC3=O)cc2)c(=O)n(-c2ccccc2)n1C	109	93	102	65
5	COc1ccc(S(=O)(=O)NCCCNc2nccc(-c3c(-c4ccc(F)cc4)nc4sccn34)n2)cc1OC	90	92	55	50
6	Cn1cnc2c(=O)[nH]c(=O)[nH]c21	95	104	103	88
7	CN1C(=O)N(C)C2C1NN=c1s/c(=C\c3c[nH]c4ccccc34)c(=O)n12 (centres undefined)	nt	23	33	48

entry	SN12C	TK-10	IGROV1	RXF 393
3	97	135	95	nt
4	93	108	96	106
5	73	103	72	98
6	109	97	113	96
7	35	86	19	45

Later entries.
entry	molecule	SK-OV-3	786-0	ACHN	UO-31
9	c1ccc(COc2ccc(-c3nc4cc5nc6ccccc6[nH]c5cc4n3)cc2)cc1	88	99	94	70
10	Cc1nc2ccc(Cl)cn2c1-c1nnc(SCC(=O)c2ccccc2)o1	nt	95	100	98
11	C(=C\c1ccco1)/c1ccco1	107	107	103	81
12	COc1cc(C(=O)N/N=C/c2ccc(N(C)C)cc2)cc(OC)c1OC	11	42	45	nt
13	COc1cc(C=Nc2oc(-c3ccccc3)c(-c3ccccc3)c2C#N)cc(CN2CCCC2)c1O	111	99	85	68
14	COc1cc(/C=C2\C=C(c3ccc(F)cc3)N(Cc3ccccc3)C2=O)cc(OC)c1OC	99	67	73	46
15	O=C(CSC1CCc2ccccc21)N/N=C/c1ccccc1O (centres undefined)	50	67	34	20
16	O=[N+]([O-])c1ccc(Oc2cccc3c(Oc4ccc([N+](=O)[O-])cc4[N+](=O)[O-])cccc23)c([N+](=O)[O-])c1	83	108	93	73

entry	SN12C	TK-10	IGROV1	RXF 393
9	98	128	92	107
10	105	106	103	103
11	110	97	112	117
12	41	nt	nt	26
13	92	123	92	111
14	66	90	84	65
15	60	37	27	75
16	75	119	80	96

Other results:
entry	molecule	SK-OV-3	786-0	ACHN	UO-31
17	CCC1(CC)NC(=S)NC1=S	101	114	108	80
18	COC(=O)[C@@H]1CSCN1C(=O)C1=C(C)NC(=S)NC1c1cccc(O)c1 (some centres undefined)	112	96	100	113
19	COc1cc(-c2nc(SCC(C)C)nc(NC(C)(C)C)c2C#N)cc(OC)c1OC	89	110	101	81
20	CCCOc1ccccc1OCCC	96	109	106	96
21	CC(=O)CCC(=O)OCCCl	115	89	111	74
22	C(=Nc1ccc2c(c1)Cc1ccccc1-2)c1ccnc2ccccc12	96	nt	95	67
23	COc1cc(CSc2nc3ccccc3c(=O)n2CCc2ccccn2)cc(OC)c1OC	113	98	109	80
24	COc1cc2c(c(OC)c1OC)[C@]1(OCC[C@H]1C)c1cccc(OC)c1-2	119	102	104	96

entry	SN12C	TK-10	IGROV1	RXF 393
17	94	105	109	102
18	97	101	114	131
19	96	109	104	117
20	101	105	nt	nt
21	101	90	108	89
22	82	81	95	103
23	97	98	117	111
24	98	107	103	110

Next section.
entry	molecule	SK-OV-3	786-0	ACHN	UO-31
25	Cc1ccc(N2CCN(CCCN3CCN(c4ccccc4Cl)CC3)CC2)cc1	nt	86	81	65
26	CC(=O)Nc1nc2[nH]ccc2c(=O)[nH]1	113	102	109	94
27	Cc1ccc2[nH]c(=O)cc(-n3ncc(C#N)c3N)c2c1	nt	102	105	83
28	COc1ccc(C2=Cn3c(CCC(=O)c4nc5ccccc5[nH]4)nnc3SC2)cc1	120	104	110	82
29	Cc1cc(Br)ccc1-n1cc(C#N)c(N)c1C(=O)c1ccc(Br)cc1	109	93	97	80
30	O=C(Cc1ccc(Nc2ccnc(C(F)(F)F)c2)cc1)Nc1ccccc1O	93	96	87	54
31	CC(C)(C)n1cc(-c2ccnc(NCCNS(=O)(=O)c3ccc(F)cc3)c2)c(-c2cccc(O)c2)n1	79	26	63	54
32	CC1(C)CCCC(C)(C)C1O	108	103	103	91

entry	SN12C	TK-10	IGROV1	RXF 393
25	79	92	81	71
26	109	106	114	102
27	104	105	112	119
28	99	125	92	112
29	110	87	110	108
30	78	104	86	100
31	56	102	69	60
32	121	105	122	110

(next part)
entry	molecule	SK-OV-3	786-0	ACHN	UO-31
33	N/C(=N\N=C\c1cc2ccccc2s1)N/N=C/c1cc2ccccc2s1	94	5.6*	107	88
34	COc1ccc(N2C(=O)C(OC)C2c2ccc(F)cc2)cc1 (centres undefined)	110	101	100	92
35	COc1ccc(C(=O)OC2C(OC3C(O)COC(O[C@H]4C[C@H]5[C@@H]6CC=C7C[C@@H](O)CC[C@]7(C)[C@H]6CC[C@]5(C)[C@H]4[C@H](C)C(=O)CCC(C)C)C3OC(N)=O)OCC(O)C2O)cc1 (some centres undefined)	-37*	-59*	40	-39*
36	Brc1ncnc2nc[nH]c12	108	97	104	93
37	Cc1cc2nnc(SCc3ccccc3)n2c(SCc2ccccc2)n1	97	96	93	72
38	CN(C)c1ccc(/C=C2\Cc3c(F)ccc(Br)c3C2=O)cc1	98	98	85	77
39	O=C(O)c1c(Sc2ccc(F)cc2)c(=O)[nH]c2ccc(Cl)cc12	95	112	97	70
40	O=C1C(Cl)C(c2ccc(Cl)cc2)N1n1cnnc1 (centres undefined)	91	94	95	89

entry	SN12C	TK-10	IGROV1	RXF 393
33	97	115	94	nt
34	95	106	105	124
35	45	-1.7*	20	-65*
36	90	109	106	132
37	94	101	103	106
38	98	140	57	108
39	101	121	91	83
40	104	105	95	99

(cont.)
entry	molecule	SK-OV-3	786-0	ACHN	UO-31
41	CC(=O)Cn1cc(-c2ccccc2)nn1	105	107	113	94
42	Cc1ccc(Oc2ccc(NC(=O)Cn3c(=O)ccn(CCCCCCCCOc4ccc(Br)cc4)c3=O)cc2)cc1	68	66	63	40
43	Cc1c/c(=N\NC(=O)Nc2ccc(F)cc2)oc2cc(O)ccc12	85	97	89	76
44	COc1ccc(S(=O)(=O)NCCCNc2nccc(-c3[nH]c(-c4ccccc4)nc3-c3ccc(F)c(OC)c3)n2)cc1	124	70	44	30
45	O=C(c1ccc(Br)cc1)C(Br)C(c1ccccc1)C(c1ccccc1)[N+](=O)[O-] (centres undefined)	100	87	107	91
46	C=C(C)[C@H]1CC/C(C)=C/CC[C@]2(C)O[C@H]2CC/C(COC(C)=O)=C\C1=O	111	92	99	69
47	C=CCNC(=S)NCC	112	112	100	93
48	O=C(/C=C/c1ccccc1)c1ccc(Nc2nc(NCCO)nc(Nc3ccc(Cl)cc3)n2)cc1	nt	84	74	67

entry	SN12C	TK-10	IGROV1	RXF 393
41	101	103	111	109
42	63	69	83	80
43	104	105	89	108
44	46	90	54	80
45	92	100	104	100
46	104	117	74	105
47	116	89	106	114
48	94	99	97	73

Additional structures:
entry	molecule	SK-OV-3	786-0	ACHN	UO-31
49	COc1cc2nccc(Oc3ccc(NC(=O)C4(C(=O)Nc5ccc(F)cc5)CC4)cc3)c2cc1O	87	96	68	54
50	Cc1ccc(NS(=O)(=O)Cc2ccccc2)cc1	107	95	93	74
51	O=C1[C@H]2Cc3c([nH]c4ccccc34)[C@H](c3ccc(Br)cc3)N2C(=O)CN1C1CCN(Cc2ccccc2)CC1	88	65	57	38
52	Brc1ccc(-c2cc(-n3nnnc3-c3ccccc3)no2)cc1	110	113	96	82
53	S=C(NCCc1ccccc1)Nc1ccc(OCc2nc3ccccc3[nH]2)cc1	99	105	104	84
54	Cc1ccc(N(C)C)cc1	88	105	99	72
55	Oc1ccc(-c2nnc(Cn3cnnc3)o2)cc1	103	87	90	83
56	CCc1c(C)c2ccc3c(c2oc1=O)N=C(c1ccc(C)cc1)CO3	123	81	117	97

entry	SN12C	TK-10	IGROV1	RXF 393
49	31	77	52	58
50	95	96	103	87
51	64	112	57	31
52	97	94	109	116
53	97	112	113	122
54	103	113	104	104
55	87	102	104	nt
56	94	114	110	102

Continued:
entry	molecule	SK-OV-3	786-0	ACHN	UO-31
57	Cc1cc(C)c(S(=O)(=O)c2ccc(F)cc2)c(C)c1	92	106	97	84
58	CC(C)(C)OC(=O)n1cc(-c2nc(-c3ccsc3)cs2)c2ccccc21	86	109	98	77
59	O=C(Nc1ccc(Br)cc1)c1ccc(Cl)c(Cl)c1	64	73	18	59
60	N#Cc1ccc(C(=O)CSc2nccc(Nc3ccc(S(=O)(=O)Nc4nccs4)cc3)n2)cc1	109	101	103	77
61	Oc1cccc2ccc(-c3ccccc3)nc12	96	90	96	95
62	CC(C)C1NC2=C(CCCC2)C(C#N)(C#N)C1(C#N)C#N (centres undefined)	102	102	98	71
63	O=C(Nc1cccc(Br)c1)N1c2ccccc2SC12CCCC2	98	99	91	65
64	CC(C)(C)c1cc(Cl)c(O)c(CNCCO)c1	110	102	110	100

entry	SN12C	TK-10	IGROV1	RXF 393
57	100	98	98	112
58	107	139	79	99
59	61	107	67	112
60	102	103	103	103
61	88	96	nt	105
62	88	111	88	92
63	85	129	80	95
64	109	105	117	98

Some entries already given, showing only 786-0 and TK-10:
No. | Molecule | 786-0 | TK-10
63 | O=C(Nc1cccc(Br)c1)N1c2ccccc2SC12CCCC2 | 99 | 129
57 | Cc1cc(C)c(S(=O)(=O)c2ccc(F)cc2)c(C)c1 | 106 | 98
58 | CC(C)(C)OC(=O)n1cc(-c2nc(-c3ccsc3)cs2)c2ccccc21 | 109 | 139
62 | CC(C)C1NC2=C(CCCC2)C(C#N)(C#N)C1(C#N)C#N (centres undefined) | 102 | 111
61 | Oc1cccc2ccc(-c3ccccc3)nc12 | 90 | 96

Other structures:
entry	molecule	SK-OV-3	786-0	ACHN	UO-31
65	C=CCNc1ncnc2nc[nH]c12	105	109	104	95
66	COc1cc2c(cc1OC)C1=NN(C(=O)Nc3ccc(F)cc3)C(c3ccc(F)cc3)C1C2 (centres undefined)	112	102	109	95
67	Cc1cc2nc3ccc(N=Nc4ccc(N(C)C)cc4)cc3n(-c3ccccc3)c-2cc1=N	-78*	-62*	-92*	-91*
68	Cc1ccc(N(C(=O)C2CCCCN2)C(C(=O)NC(C)(C)C)c2ccc(Cl)cc2)cc1 (centres undefined)	84	100	104	79
69	O=C(O)c1cn(C2CC2)c2cc(N3CCN(C(=O)c4cc(-c5ccc(Cl)cc5)nc5ccccc45)CC3)c(F)cc2c1=O	78	88	87	36
70	O=C(Cn1ccc(=O)[nH]c1=O)c1ccc([N+](=O)[O-])o1	112	108	110	109
71	CCOC(=O)C(Nc1ccc(F)cc1)c1ccc(N(CC)CC)cc1 (centres undefined)	90	98	71	73
72	CCOC(=O)C1=C(C(C)=O)C(c2ccccc2[N+](=O)[O-])C(C(C)=O)=C(C(=O)OCC)N1	98	106	92	nt
73	Cn1ccnc1CN1CCSC(C(=O)Nc2ccccc2)C1 (centres undefined)	99	98	93	89
74	CCCCCCC(C)c1ccccc1O (centres undefined) (tested in a mixture with another compound)	nt	nt	110	99
75	COc1ccc(NC(=S)Nc2ccc(OC)cc2)cc1	111	106	119	88

entry	SN12C	TK-10	IGROV1	RXF 393
65	102	103	nt	118
66	111	nt	108	115
67	-53*	-82*	-89*	-88*
68	93	111	103	128
69	91	113	51	74
70	108	63	123	118
71	102	101	105	104
72	92	148	79	106
73	91	101	94	94
74	106	119	111	113
75	104	113	106	164

Sorted by count of non-hydrogen atoms (descending): part of the list above
entry	molecule	SK-OV-3	786-0	ACHN	UO-31
69	O=C(O)c1cn(C2CC2)c2cc(N3CCN(C(=O)c4cc(-c5ccc(Cl)cc5)nc5ccccc45)CC3)c(F)cc2c1=O	78	88	87	36
66	COc1cc2c(cc1OC)C1=NN(C(=O)Nc3ccc(F)cc3)C(c3ccc(F)cc3)C1C2 (centres undefined)	112	102	109	95
75	COc1ccc(NC(=S)Nc2ccc(OC)cc2)cc1	111	106	119	88

entry	SN12C	TK-10	IGROV1	RXF 393
69	91	113	51	74
66	111	nt	108	115
75	104	113	106	164

Bioassay records: PubChem, NCI
